Screening data (PubChem)
Vif-APOBEC3F blk: blocks the Vif interaction with APOBEC3F. HeLa A3F-eYFP + Vif (tagged APOBEC3F with the HIV-1 protein that degrades it), YFP fluorescence increase. Potency, µM (doses to about 46.1 µM), without a hit: top-dose activity, negative = active. AID 602313. 390,000 compounds, 0.2% hits; also: % of control where 0% means no effect; nearly all actives have a fitted effect of over 65% in size
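Fluorescence increase (Ex 488/Em 500-530) after overnight compound treatment at 37 deg C flags inhibition of Vif-driven A3F-eYFP loss in stable HeLa A3F-eYFP/Vif cells seeded overnight beforehand.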
TrxR1 substrate: rat thioredoxin reductase 1 substrate activity | O89049 | purified TrxR1 substrate turnover, NADPH consumption readout | Potency, µM (top dose mostly 114 µM), without a hit: at the top dose activity change, negative = substrate turnover | 390,000 compounds, 0.01% hits; also: % is scaled to controls: 0 for no effect and ±100 for the full control effect; nearly all actives have a fitted effect of over 50% in size
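Rat TrxR1, dispensed at 90 nM, was prereduced with 400 uM NADPH (final) for 5 min at ~22 deg C, then incubated with compound 15 min before 400 uM selenite. A first-read NADPH fluorescence drop versus no-compound background flagged substrates.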
USP1 inh: blocks the human USP1/UAF1 deubiquitinase complex; O94782; recombinant USP1/UAF1, Ub-Rhodamine cleavage fluorescence; Potency, µM (series often up to 57.1 µM), for the others: at the top dose activity change, negative = inhibition, hits mostly inhibitors; 390,000 compounds, 0.23% hits; also: % is scaled to controls: 0 for no effect and ±100 for the full control effect; nearly all actives have a fitted effect of over 60% in size; inactives centre near -12
Target sequence (O94782 whole entry, looked up): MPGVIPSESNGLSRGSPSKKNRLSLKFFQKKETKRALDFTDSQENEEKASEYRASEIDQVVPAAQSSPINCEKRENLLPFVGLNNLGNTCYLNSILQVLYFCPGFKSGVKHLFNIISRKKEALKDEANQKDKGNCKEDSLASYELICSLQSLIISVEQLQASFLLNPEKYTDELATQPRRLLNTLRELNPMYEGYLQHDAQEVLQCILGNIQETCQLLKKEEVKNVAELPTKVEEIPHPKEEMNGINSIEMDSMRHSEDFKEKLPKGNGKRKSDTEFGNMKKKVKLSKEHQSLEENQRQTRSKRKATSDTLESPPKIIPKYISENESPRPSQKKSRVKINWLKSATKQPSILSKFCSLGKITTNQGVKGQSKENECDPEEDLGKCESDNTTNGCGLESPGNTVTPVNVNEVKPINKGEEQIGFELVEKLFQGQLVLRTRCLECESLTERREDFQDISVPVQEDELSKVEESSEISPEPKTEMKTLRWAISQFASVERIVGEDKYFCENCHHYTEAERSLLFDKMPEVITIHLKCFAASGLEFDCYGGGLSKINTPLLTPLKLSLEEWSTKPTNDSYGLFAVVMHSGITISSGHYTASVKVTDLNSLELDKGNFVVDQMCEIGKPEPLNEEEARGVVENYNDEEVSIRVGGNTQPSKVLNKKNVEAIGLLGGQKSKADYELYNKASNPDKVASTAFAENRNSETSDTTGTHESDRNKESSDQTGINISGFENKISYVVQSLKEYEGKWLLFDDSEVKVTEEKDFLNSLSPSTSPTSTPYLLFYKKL
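High-throughput fluorogenic screen: 1nM USP1/UAF1 complex, Ub-Rho substrate 150nM final, 50mM HEPES pH 7.8 with 0.5mM EDTA, 0.1 mg/ml BSA, 1mM TCEP and 0.01% Tween-20.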
ALOX12 inh: blocks human arachidonate 12S-lipoxygenase; P18054; purified 12hLO, xylenol orange hydroperoxide absorbance; Potency, µM (series often up to 108 µM), inactives show at the highest dose activity change, negative = inhibition, actives largely listed as inhibitors; 580,000 compounds, 1.1% hits; AID 1671190; also: % is scaled to controls: 0 for no effect and ±100 for the full control effect
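Purified human 12hLO (150 nM final) in 25 mM Hepes, 0.01% Triton X-100, pH 7.0 was preincubated 15 min at room temperature with compound. Then 40 uM arachidonic acid was added, 30 min. Hydroperoxide was read by Fe-XO absorbance ratio 573/405 nm.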
Vif-A3G inh: Vif-A3G binding inhibition; Q9HC16; HeLa A3G-eYFP + Vif (tagged APOBEC3G with the HIV-1 protein that degrades it), YFP fluorescence, overnight; Potency, µM (series often up to 46.1 µM), inactives show top-dose activity, negative = active, hits mostly inhibitors; 410,000 compounds, 0.076% hits; AID 602310;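 also: % is scaled to controls: 0 for no effect and ±100 for the full control effect; nearly all actives have a fitted effect of over 60% in size; hits raise eYFP signal because A3G escapes Vif-driven loss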
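HeLa cells stably expressing Vif and C-terminally eYFP-tagged A3G, seeded overnight at 37 deg C, then exposed to compound by pintool overnight at 37 deg C. Rise in yellow fluorescence (Ex 488/Em 500-530, Acumen) marks blocked Vif-driven A3G degradation.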
rTrxR1 inhibitor: rat TrxR1 inhibition | 390,000 compounds, 1% hits | O89049 | Potency, µM (titrated, usually from 114 µM), for inactives: at the top dose activity change, negative = inhibition, usual class: inhibitors | AID 588453 | recombinant rTrxR1, NADPH fluorescence consumption, selenite substrate; also: % is scaled to controls: 0 for no effect and ±100 for the full control effect; nearly all actives have a fitted effect of over 65% in size
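Rat TrxR1 (90 nM in the dispensed reagent) was pre-reduced with 400 uM NADPH for 5 min at room temperature, then incubated with compound for 15 min. After 400 uM selenite was added, NADPH fluorescence (Ex 340/Em 450 nm) was followed for 8 min.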
RXFP1 agonist: agonists of human relaxin receptor RXFP1; Q9HBX9; HEK293T-RXFP1 cAMP TR-FRET, 30 min; response scale: percent of porcine relaxin response, buffer zero; Potency, µM (titrated, usually from 57.5 µM), for the others: at the highest dose activation, actives largely listed as activators; 370,000 compounds, 0.3% hits; also: % is scaled to controls: 0 for no effect and ±100 for the full control effect; nearly all actives have a fitted effect of over 60% in size; many of its hits are not listed in these tables
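cAMP rise read by TR-FRET after 30 min, 37C compound exposure (up to 58 uM) in RXFP1-transfected HEK293 cells with Ro 20174 present. EC50 from Hill-equation fits, with 29 nM porcine relaxin as 100% and buffer as basal.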
mIDH1 inhibitor: blocks human mutant IDH1 R132H enzyme | IDH1-R132H enzyme, NADPH consumption, diaphorase/resazurin fluorescence | Potency, µM (highest dose often 76.6 µM), without a hit: top-dose activity change, negative = inhibition, usual class: inhibitors | 390,000 compounds, 0.093% hits | AID 602179; also: % is scaled to controls: 0 for no effect and ±100 for the full control effect; nearly all actives have a fitted effect of over 65% in size
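IDH1-R132H (0.5 ug/mL dispensed) in pH 7.5 Tris buffer was preincubated 30 min with compound, then given a substrate mix of 0.016 mM NADPH and 2 mM alpha-KG for 80 min at room temperature; remaining NADPH was read by diaphorase/resazurin fluorescence.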
RGS4 inhibitor: human RGS4 inhibition; Transcreener GDP fluorescence polarization, RGS4-accelerated GTP hydrolysis; 390,000 compounds, 0.039% hits; Potency, µM (series often up to 114 µM), for the others: top-dose activity change, negative = inhibition, most hits filed as inhibitors; also: % is scaled to controls: 0 for no effect and ±100 for the full control effect; nearly all actives have a fitted effect of over 75% in size; some results filed as inactive show a strong effect at the top dose
Target sequence (P49798 whole entry, looked up): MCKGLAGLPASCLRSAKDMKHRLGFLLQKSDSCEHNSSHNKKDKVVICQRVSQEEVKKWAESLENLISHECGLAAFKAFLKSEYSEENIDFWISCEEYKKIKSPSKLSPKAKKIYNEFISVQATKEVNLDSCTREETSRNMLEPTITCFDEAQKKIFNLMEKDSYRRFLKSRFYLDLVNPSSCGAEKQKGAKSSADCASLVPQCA
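MLSMR compounds (23 nl, pin-transferred) preincubated 10 min at room temperature with a 500nM (2x) first reagent, then RGS4 at 900nM (2x) plus Transcreener GDP mix added; fluorescence polarization (620/688 nm) read before and after 90 min at 30 °C.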
* marks the source's active call; other numbers are inactive results; ? = inconclusive; nt = not tested or not shown; [ ] = dose if it differs, or a comment. Calls follow the shape of the dose curve; as a rule, active = well fitted curve in the direction sought with a large enough effect; inconclusive = small, poorly fitted or top-dose-only effect, or another doubt; inactive = no such curve, though single readings can be large; an effect the other way counts as inactive or inconclusive. Potency is read from the fitted curve at half-maximal effect. These rows are one share of the data. The share of hits here may be higher or lower than overall.

SMILES | Vif-APOBEC3F blk | TrxR1 substrate | USP1 inh | ALOX12 inh | Vif-A3G inh | rTrxR1 inhibitor | RXFP1 agonist | mIDH1 inhibitor | RGS4 inhibitor
OCCN(CC#CCn1c2ccccc2c2ccccc21)CCO | 16% | -2% | -4% | 0% | -5% | 4% | -0.6% | 7% | 24%
CCOc1ccc(OCCOCCn2ccnc2)cc1 | 13% | -9% | -2% | -5% | 2% | -10% | 0.2% | 0% | 6%
Cc1ccc(C(=O)NCC(=O)Nc2ccc3c(c2)OCCO3)cc1 | -36% | -2% | 0% | -5% | 0% | 2% | -2.5% | 2% | -16%
CC1(C)CC(=O)C=C(NCc2ccncc2)C1 | -1% | -8% | -7% | 1% | 0% | -12%[57.1 µM] | -0.1% | -3% | 26%
COc1ccc(CNC(=O)CCCn2c(SCC#N)nc3cc4c(cc3c2=O)OCO4)cc1 | 0% | -9% | -12% | 5% | 0% | -7% | 0.3% | 17% | 6%
COC(=O)/C(=C\c1ccc([N+](=O)[O-])o1)NC(=O)c1ccccc1 | -14% | -15% | -17% | ? | -23% | 32µM* | 0.0% | 4% | 0%
COc1ccccc1NC(=O)N1CCCC1 | -7% | -28% | -2% | -4% | -2% | -6% | 3.0% | 0% | 11%
Nc1nnc(-c2ccccc2[N+](=O)[O-])o1 | 1% | 7%[57.1 µM] | -16% | -1% | 3% | 10%[57.1 µM] | -1.4% | 3% | 11%
O=C(c1ccc2c(c1)OCO2)N1CCC(Cc2ccccc2)CC1 | 10% | 1%[57.1 µM] | -8% | ? | 0% | 11%[57.1 µM] | -2.4% | 4% | -27%
CCOC(=O)c1cccc(NC(=O)C2CCN(S(=O)(=O)c3cn(C)cn3)CC2)c1 | -2% | -1%[57.1 µM] | -22% | ? | -4% | 9%[57.1 µM] | -2.0% | 26% | -7%
Cc1cc(Br)ccc1NC(=O)c1sc2ncn(CC(=O)N3CCN(c4ccccn4)CC3)c(=O)c2c1C | -7% | 9% | -23% | -14% | 1% | 16% | ? | -4% | 7%
CC(C)[C@H]1COCCS(=O)(=O)N1Cc1ccccc1F | -1% | 8%[57.1 µM] | 14% | 12% | -1% | 23%[57.1 µM] | nt | 0% | 7%
CC(=O)N1CCN(C(=O)c2ccco2)CC1 | -1% | 0% | ? | 1% | 2% | 7% | 0.3% | 0% | 1%
O=C(Nc1cccnc1)c1ccc(Cl)c(S(=O)(=O)N2CCCCC2)c1 | -3% | -2% | -26% | ? | 4% | 14% | 0.9% | 8% | 14%
CC1=CC(=O)C(C(C)=Nc2ccccc2Cl)C(=O)O1 (stereo not drawn) | 9% | 1% | -3% | ? | -1% | -2% | 0.1% | 0% | -3%
COc1ccc2nc(SCC(=O)NCc3ccc(F)cc3)[nH]c2c1 | 3% | 0% | -12% | -16% | 0% | 18% | 1.2% | 1% | 17%
CCOc1cc(/C=C(\C#N)C(=O)Nc2ccc(C)cc2)ccc1OCc1cc(=O)n2nc(CC)sc2n1 | -6% | -4% | -7% | -9% | 2% | -8% | 0.5% | 11% | -22%
Cc1ccc(-n2ncc3c(Nc4cccc(C)c4)ncnc32)cc1 | -4% | 6%[57.1 µM] | -30% | -21% | -2% | 18%[57.1 µM] | 8.0% | 10% | -8%
Cc1cccc(C(=O)Nc2nnc(S(=O)(=O)N(C)Cc3ccc(Cl)cc3)s2)c1 | 7% | -6% | ? | -8% | 0% | 7% | 13% | 28% | 28%
CC(C)n1nnnc1SCC(=O)NNC(=O)C1CCCCC1 | 0% | 15% | ? | 7% | -1% | 19% | 2.1% | 4% | -14%
CCc1c(C)c(C#N)c2nc3ccccc3n2c1NCc1ccccn1 | ? | 10% | -16% | -9% | -13% | 7% | 7.8% | 14% | 21%
O=C(Nc1ccc(SC(F)F)cc1)C1CC(=O)N(Cc2ccccc2)C1 (stereo not drawn) | 3% | -4% | -16% | ? | 1% | -3% | -1.0% | 5% | -12%
COc1ccc(N2CCN(C(=N)/C(C(C)=O)=C(\C)O)CC2)cc1 | -20% | 5% | 7% | -27% | 2% | 20% | -0.2% | 2% | 25%
CC(=O)Nc1cccc(OC(=O)N2CCOCC2)c1 | 0% | 10%[57.1 µM] | -26% | 15% | 2% | 13%[57.1 µM] | 4.6% | -1% | -8%
C=CCn1c(SCC(=O)Nc2c(C)nn(Cc3ccccc3)c2C)nnc1C(O)c1ccccc1 (stereo not drawn) | -2% | 10% | -18% | -17% | 1% | 10% | -0.7% | -2% | 28%
Cc1cccc(N=Cc2cc(Br)cc(Cl)c2O)c1 | -1% | 11%[57.1 µM] | ? | ? | 5% | 18%[57.1 µM] | 9.0% | 7% | ?
Cc1ccc2nc(SCC(=O)c3c(N)n(C4CC4)c(=O)[nH]c3=O)[nH]c2c1 | 3% | -1% | -25% | ? | -5% | 10% | 0.4% | -1% | -7%
COc1ccc([N+](=O)[O-])cc1N(CC(=O)NC(C(C)C)C(C)C)S(C)(=O)=O | -5% | 1%[57.1 µM] | -12% | 5% | -1% | 19%[57.1 µM] | 1.3% | 2% | -16%
c1ccc2sc(N3CCOCC3)nc2c1 | -25% | 13% | -14% | 0% | -6% | 22% | 1.9% | 11% | 18%
Cc1ccc(-n2ncc3c(Nc4ccc(Oc5ccccc5)cc4)ncnc32)cc1 | 4% | 2%[57.1 µM] | -26% | ? | -1% | 13%[57.1 µM] | 2.1% | 37%[activator] | 1%
CN(C)S(=O)(=O)c1cccc(NC(=S)N(CCC#N)Cc2cccnc2)c1 | -13% | 9% | -8% | 2% | -5% | 5%[57.1 µM] | 13% | 0% | 6%
CCOC(=O)c1cc(=O)n2[nH]c(-c3ccc(C)cc3)cc2n1 | -6% | 28% | -11% | 401%[activator] | 0% | -14% | 7.1% | 4% | -26%
COc1ccc(-c2nn3c(-c4ccccc4C)nnc3c3ccccc23)cc1 | 0% | 17% | -26% | 0% | -3% | 21% | -1.4% | ? | -6%
COc1ccc(CCNC(=O)c2cc(-c3ccncc3)nc3c(Cl)cccc23)cc1OC | 6% | 9%[57.1 µM] | -21% | -14% | -3% | 18%[57.1 µM] | 1.5% | -9% | -18%
Cc1nn(CC(=O)N2CCC(C(N)=O)CC2)c(=O)c2nn(-c3ccccc3)c(C)c12 | 0% | 6%[57.1 µM] | -13% | 5% | 3% | 35%[57.1 µM] | -1.2% | 6% | -25%[56.9 µM]
Cc1ccc(Nc2nc3ccccc3s2)c(C)c1 | -10% | -17% | -10% | -27% | -12% | -15% | -0.1% | 10% | 1%
COc1ccc(Cl)cc1NC(=O)c1cccc(S(=O)(=O)Nc2c(C)n(C)n(-c3ccccc3)c2=O)c1 | -3% | 0% | -23% | 32%[activator] | -15% | 14% | nt | 7% | 14%
COC(=O)[C@H](Cc1ccc(O)cc1)NC(=O)Cn1ccc(NC(=O)OCc2ccccc2)nc1=O | -5% | 0% | -23% | -5% | -1% | 5% | nt | -4% | -3%
O=C(O)CCSc1nnc(COc2ccc([N+](=O)[O-])cc2)n1-c1ccccc1 | 1% | -4% | -21% | 29% | -4% | 8%[57.1 µM] | -2.2% | 3% | 14%
Clc1ccc2c(c1)-c1ccccc1C1=NCCN12 | 1% | nt | -28% | 2% | -2% | nt | nt | -3% | nt
O=C(NC1CCCCCC1)c1ccc(=O)n(Cc2ccccc2)n1 | -4% | -1% | -13% | -6% | 1% | 0% | -1.4% | 2% | -12%
CCCNC(=O)Cn1nc(-c2ccc(C)c(C)c2)c2cnc3ccc(OC)cc3c21 | ? | 15%[57.1 µM] | 2% | -23% | -1% | 32%[57.1 µM] | ? | -2% | 11%
CCOC(=O)N1CCc2c(sc3c2c(=O)n(-c2ccc(CC)cc2)c(=O)n3C)C1 | 1% | -4% | -13% | -1% | 0% | -7% | 6.9% | 0% | -21%
O=C(CC(=O)c1ccccc1)c1ccccc1 | -2% | -14% | 1% | 3% | -4% | -16% | nt | 1% | -12%
O=C(NN=Cc1cc([N+](=O)[O-])ccc1O)c1cccc2ccccc12 | 1% | 11%[57.1 µM] | -23% | -11% | -5% | 8%[11.4 µM] | nt | 8% | -3%
Clc1ccc(C2=CSC3=NCCN23)c(Cl)c1 | -7% | 10%[11.4 µM] | -12% | ? | -1% | 12%[11.4 µM] | nt | 8% | -23%
COCCCn1c(=N)c(C(=O)NCc2cccnc2)cc2c(=O)n3cccc(C)c3nc21 | nt | 904%[activator] | -21% | -27% | nt | -115% | ? | nt | 9%
CCc1cc2c(=O)c(-c3nc4ccccc4[nH]3)coc2cc1OC(=O)N1CCOCC1 | -2% | -4% | -17% | -18% | -1% | -4% | -4.0% | 3% | -13%
O=C(NCc1ccncc1)c1ccc(NS(=O)(=O)c2ccccc2)cc1 | 4% | -1% | -15% | 4% | -3% | 4% | nt | -3% | -40%
COc1ccc(-c2c(-c3ccc(OC)c(F)c3)c3ccccc3n2C)cc1 | -1% | 54%[activator] | -14% | ? | -5% | 72%[activator] | nt | 2% | 3%
